# Source: PubChem (The Scripps Research Institute Molecular Screening Center)
# PAFAH2 inh: PAFAH2 enzyme inhibitors, primary screen, biochemical, fluorescence polarization, human; recombinant PAFAH2, FP-rhodamine activity probe; 340,000 compounds, 0.99% hits; inhibition, % at 3.39 µM; AID 492956, 2010;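 active = inhibition above the mean over all tested compounds plus 3 SD, cut at about 30% in these data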;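 note: inhibitors block probe labeling of enzyme so polarization drops; 0% = enzyme with DMSO and 100% = wells lacking PAFAH2 protein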
# TPT1 inhibitor: Candida albicans TPT1 enzyme inhibitors, primary screen, biochemical, fluorescence polarization | recombinant caTPT1, FP RNA substrate dephosphorylation | inhibition, % at 5 µM | 300,000 compounds, 0.81% hits | tRNA 2'-phosphotransferase TPT1 (Candida albicans SC5314);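 active = inhibition above the mean of all tested compounds plus 3 SD, set per screening campaign, cut at about 24% in these data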;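 note: plate controls were DMSO alone for no effect and ferristatin control at 100 nM for full effect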
# proCasp7 act: procaspase-7 activators, primary screen, counter-screen for procaspase-3 activator project, biochemical, absorbance, HTS, human | AID 463210, 2010 | activation, % at 8.5 µM | recombinant procaspase-7, Ac-DEVD-pNA absorbance 405 nm; D23A/D198A/D206A triple mutant, cannot self-cleave; scale: DMSO 0, 5 µM enzyme 100 | Caspase-7 (Homo sapiens), P55210 | 330,000 compounds, 0.093% hits;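 active = percent activation above the screen-wide mean plus 3 SD, cut at about 25% in these data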
#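 buffer or medium = Zinc-free HEPES/NaCl buffer, pH 7.4 | material = Procaspase-7 triple mutant (PC-7 D3A) | input = 2 µM procaspase-7 mutant as dispensed | signal = Epi-absorbance of released pNA at 405 nm, two timepoints | timing = 1 h preincubation, 2 h reaction | replicates = singlicate compound testing | evaluation = % activation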
# AHR activator: AHR activators, primary screen, cell-based, luminescence, luciferase reporter, human. activation, % at 5 µM. AHR-responsive luciferase reporter cells. Aryl hydrocarbon receptor (Homo sapiens), P35869. 320,000 compounds, 2.5% hits; in the data active = activation above about 47%;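 note: 0% = vehicle wells and 100% = reference agonist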
# proCasp3 act: activators of human procaspase-3 D3A mutant, primary screen, biochemical, absorbance, PC-3 D3A mutant, single concentration; Caspase-3 (Homo sapiens), P42574; recombinant procaspase-3 D3A, Ac-DEVD-pNA absorbance 405 nm; activation, % at 8.5 µM; 330,000 compounds, 0.11% hits; AID 463141, 2010;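 active = activation above the mean of all tested compounds plus 3 SD, cut at about 21% in these data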;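 note: 0% = DMSO alone and 100% = DMSO wells spiked with extra 5 µM PC-3 D3A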
#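 assay system = Procaspase-3 D3A mutant | signal = absorbance at 405 nm, 0 and 120 min | times = 1 h preincubation plus 2 h reaction at 25 °C | repeats = single replicate | read-out = % activation between DMSO and enzyme-spiked controls | medium = Zinc-free HEPES saline buffer with Triton X-100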
# HCV core dimer: inhibitors of HCV core protein dimerization, primary screen, biochemical, TR-FRET, high-throughput | TR-FRET GST/Flag-core106 dimerization, 1536-well | 300,000 compounds, 0.33% hits | inhibition, % at 5 µM;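 active = inhibition above the mean of all tested compounds plus 3 SD, set per screening campaign, cut at about 45% in these data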
#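 assay system = GST-tagged and Flag-tagged HCV core protein residues 1-106 | controls = unlabelled core106 and no-GST-core106 wells | incubation = compound-protein-antibody incubation 4 h at 22.5 °C | probe or stimulus = Eu donor and XL665 acceptor anti-tag antibodies | read-out = % inhibition based on acceptor/donor emission ratio | signal = TR-FRET 671 and 617 nm emission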
# Fh CTSL1 inh: Fasciola hepatica cathepsin L1 inhibitors, primary screen, counter-screen for PFM18AAP inhibitor project, biochemical, QFRET, fluorogenic peptide substrate | recombinant F. hepatica cathepsin L1, Z-Leu-Arg-MCA fluorescence | inhibition, % at 5.96 µM | 300,000 compounds, 0.49% hits;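 active = inhibition above the mean of all tested compounds plus 3 SD, set per screening campaign, cut at about 17% in these data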;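 note: 0% = plate median of test compound wells and 100% = 1 µM Z-Phe-Ala-diazomethylketone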
# PP5 inh: PP5 phosphatase inhibitors, primary screen, biochemical, fluorescence | inhibition, % at 6.7 µM | purified PP5c, OMFP substrate fluorescence | Serine/threonine-protein phosphatase 5 (Homo sapiens), P53041 | 320,000 compounds, 0.18% hits;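 active = inhibition above the campaign's mean inhibition across all tested compounds plus 3 SD, cut at about 9.5% in these data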;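 note: 0% = DMSO only and 100% = 100 µM cantharidin control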
# Target sequence (P53041 whole entry, looked up): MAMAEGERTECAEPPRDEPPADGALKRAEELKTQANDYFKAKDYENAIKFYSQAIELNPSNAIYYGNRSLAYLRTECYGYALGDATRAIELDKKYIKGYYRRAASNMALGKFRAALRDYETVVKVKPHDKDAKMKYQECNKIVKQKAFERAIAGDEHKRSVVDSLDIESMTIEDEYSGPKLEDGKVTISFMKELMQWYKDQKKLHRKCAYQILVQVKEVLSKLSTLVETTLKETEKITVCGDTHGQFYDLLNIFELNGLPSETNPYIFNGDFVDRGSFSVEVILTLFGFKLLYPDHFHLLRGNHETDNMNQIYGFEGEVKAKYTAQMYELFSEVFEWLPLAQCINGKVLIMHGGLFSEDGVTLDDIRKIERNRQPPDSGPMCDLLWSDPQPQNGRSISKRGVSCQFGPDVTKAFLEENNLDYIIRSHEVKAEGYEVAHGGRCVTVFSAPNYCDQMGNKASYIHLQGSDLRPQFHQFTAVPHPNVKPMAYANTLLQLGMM
# PP1 counter: PP1-alpha phosphatase inhibitors, primary screen, counter-screen for PP5 inhibitor project, biochemical, fluorescence, OMFP substrate, single point; Serine/threonine-protein phosphatase PP1-alpha catalytic subunit (Homo sapiens), P62136; inhibition, % at 6.7 µM; purified PP1alpha; 320,000 compounds, 0.9% hits;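 active = inhibition above the mean inhibition of all tested compounds plus 3 SD, computed separately for each screening campaign, cut at about 15% in these data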
# Target sequence (P62136 whole entry, looked up): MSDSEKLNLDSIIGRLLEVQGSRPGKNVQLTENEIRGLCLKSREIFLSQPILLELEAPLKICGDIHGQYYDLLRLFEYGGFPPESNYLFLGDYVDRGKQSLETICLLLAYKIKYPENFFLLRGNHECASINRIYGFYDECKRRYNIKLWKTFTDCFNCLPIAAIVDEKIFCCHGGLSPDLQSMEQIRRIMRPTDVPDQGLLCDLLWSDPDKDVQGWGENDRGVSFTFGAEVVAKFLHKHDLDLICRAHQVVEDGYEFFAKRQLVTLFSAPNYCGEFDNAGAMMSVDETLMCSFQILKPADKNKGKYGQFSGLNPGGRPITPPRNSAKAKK
# The depositor's hits bear a star; / = not tested or not shown.
SMILES,PAFAH2 inh,TPT1 inhibitor,proCasp7 act,AHR activator,proCasp3 act,HCV core dimer,Fh CTSL1 inh,PP5 inh,PP1 counter
C(=C\c1ccc2ccccc2n1)/c1ccccc1,2.8,-0.5,5.2,41.4,6.1,-3.1,-1.3,2.6,2.0
COc1ccc(NC(=O)Cn2nc(C(=O)O)c3ccccc3c2=O)cc1OC,-2.1,-2.1,13.2,0.4,-1.7,1.1,1.0,-1.1,-4.7
COc1cccc(-c2ncc3ccccc3c2COC(=O)N2CCOCC2)c1,-0.2,/,5.4,7.6,-1.7,/,/,-1.4,-2.9
CCCn1c(NCc2ccco2)nc2c1c(=O)n(C)c(=O)n2C,4.0,-3.4,3.5,3.2,3.2,19.2,2.8,0.5,2.9
COc1ccc(Cn2c(=O)[nH]c3cc(C(=O)NCc4ccc5c(c4)OCO5)ccc3c2=O)cc1,-20.6,0.6,6.9,1.6,10.4,7.7,-2.2,4.5,9.1
O=C(O)[C@@H]1CSC2c3ccccc3C(=O)N21 (stereo not given in full),-0.8,2.6,-10.5,1.0,-12.0,-4.2,-1.3,-1.7,-1.9
CC(C)CN(C)C(=O)CCc1nnc(Cc2ccc(-c3ccccc3)cc2)o1,2.6,-0.9,8.5,-0.1,8.4,4.4,8.8,-0.3,1.3
c1coc(-c2cc(C3CCNCC3)[nH]n2)c1,0.1,-1.7,-7.1,-1.0,-1.0,-2.2,1.7,1.8,-0.7
C/C(=N/NC(=O)CCC(=O)Nc1ccc(Br)cc1)c1ccc(Br)cc1,-4.3,-2.9,4.3,2.9,7.7,1.0,-7.6,3.2,2.2
CCOC(=O)c1ccccc1NC(=O)CC(C)CC(=O)O (stereo not given),1.6,-4.4,-7.4,0.5,-6.0,-6.6,-3.1,-3.2,-0.4
CC(C)(C)C1=CC(O)(c2ccccc2)C=C(C(C)(C)C)C1=O,0.7,-1.8,-8.0,1.1,-8.3,0.5,-3.3,7.2,5.2
CCOCCCNC(=O)c1cn(CC)c2ccc(S(=O)(=O)N(C)C3CCCCC3)cc2c1=O,4.5,0.5,4.8,-0.1,-5.7,6.0,1.6,2.0,-2.7
CCOC(=O)/C=C(/C)N1N=C(c2ccc(OC)cc2)CC1c1cccc([N+](=O)[O-])c1 (stereo not given),4.5,3.4,1.0,-1.1,5.5,13.2,-3.2,2.1,2.7
O=C(CCCc1cccs1)Nc1nc2c(s1)CCCC2,-5.2,-2.4,-1.1,29.3,1.7,0.2,-24.3,4.7,1.8
Cc1ccc2nc(SCC(=O)NNC(=O)c3ccccc3)[nH]c2c1,2.5,7.4,-1.4,51.8*,0.1,-7.6,-3.0,-1.2,3.5
COCCCNC(=S)Nc1cccc(S(=O)(=O)NC2=NCCC2)c1,-6.7,1.0,0.7,1.7,-2.8,-5.3,0.3,2.6,1.9
COc1cccc(OC)c1C(=O)OCC(=O)Nc1ccc(OC(F)(F)F)cc1,-6.0,0.4,-7.5,1.7,1.0,0.7,-11.5,2.9,3.6
NC(=O)[C@H](Cc1cc2ccccc2s1)NC(=O)[C@@H]1CC2(CC(c3cccc(NC(=O)[C@@H]4CCC(=O)N4)c3)=NO2)CN1C(=O)/C=C/Sc1ccccc1 (stereo not given in full),-48.2,-1.4,-9.8,0.3,3.5,13.0,-0.9,1.0,17.5*
COCCNC(=O)c1onc(CS(=O)(=O)c2cc(C)cc(C)c2)c1C(=O)NCCOC,4.5,-1.9,11.3,1.1,1.4,-7.1,10.5,-2.0,-2.3
Cc1cc(=O)oc2cc(OCC(=O)OCC(=O)Nc3ccc4ccccc4c3)ccc12,-0.9,-2.8,6.7,8.5,3.9,4.7,0.2,3.4,-4.3
Cc1c(CCO)c(=O)[nH]n1S(=O)(=O)c1cccc(C(F)(F)F)c1,-2.7,-3.1,-2.2,13.6,-3.8,-11.4,4.1,-3.5,-0.1
COc1ccc(C2CC(O)(c3ccccc3)Oc3c(C)ccc(C)c32)cc1 (stereo not given),-7.9,/,8.2,1.5,-1.1,/,/,/,/
CCO[C@H]1OC(C(=O)Nc2ccccc2)=C[C@@H](c2coc3ccccc3c2=O)[C@@H]1CCCO,1.7,-2.6,3.8,3.1,7.4,-14.7,1.6,2.7,-2.3
CC(C)c1ccc(NC(=O)CSc2n[nH]c(=O)n2C2CC2)cc1,2.6,-1.2,-6.3,25.1,-4.5,-27.9,-3.3,0.7,-0.8
COc1ccc(C(=O)OCC(=O)c2ccc(CNC(C)=O)s2)cc1,1.9,/,0.3,0.4,7.0,/,/,2.6,-0.6
O=C(CSc1nnc(NC(=O)c2ccccc2[N+](=O)[O-])s1)NCC1CCCO1 (stereo not given),-6.9,-0.4,-0.7,0.5,7.2,0.2,-0.7,0.6,-3.3
CCOc1cc2[nH]c(=O)n(CCCC(=O)N(C)Cc3ccccc3)c(=O)c2cc1OCC,3.0,1.8,0.6,1.3,2.6,1.5,1.4,0.3,-4.1
CN(C)CCCNc1nc2sc3c(c2c(=O)n1CCc1ccccc1)CCCCC3,1.3,-0.7,-5.5,-1.7,-2.5,-13.6,2.2,1.0,3.2
O=C(CNS(=O)(=O)c1ccccc1)Nc1ccc2c(c1)OCO2,5.5,-6.9,-0.5,11.9,1.9,4.5,2.3,5.9,-3.8
O=C(C1CCCCC1)N1CCN=C1SCc1cccc([N+](=O)[O-])c1,8.0,0.6,0.2,-1.0,-0.2,-2.5,-0.9,-1.3,2.6
C/C(Cc1ccccc1)=N\NC(=O)CNC(=O)c1ccccc1O,1.1,-0.9,-2.7,-0.4,4.3,-5.5,-3.8,0.2,-1.5
O=c1oc2cc(Oc3ccc(C(F)(F)F)cc3[N+](=O)[O-])ccc2c2c1CCCC2,-2.5,-0.6,1.4,0.9,0.4,18.6,3.1,-1.8,2.3
O=C(CSc1nnc(-c2ccccc2)o1)NC1CCCCC1,1.2,-1.3,3.9,-1.4,1.8,0.6,3.2,-1.8,-4.7
CS(=O)(=O)c1ccc(Cl)c(NC(=O)C2CCN(S(=O)(=O)c3cccs3)CC2)c1,5.8,/,4.1,-0.1,2.4,/,/,0.9,-2.7
CCN(CC)CCCn1c2c(c(SCC(=O)Nc3nc4ccccc4s3)nc1=O)CCC2,5.8,0.8,4.9,6.7,1.5,-8.7,-6.0,-2.3,-3.4
COc1cc(OC)nc(NC(=O)COC(=O)c2cccc(Cl)c2)n1,-2.2,-1.4,4.5,-1.7,1.5,7.4,-2.1,-0.7,-3.9
O=C(COC(=O)COc1ccc(Br)cc1)Nc1cccnc1Cl,-9.4,0.2,8.9,0.6,7.0,-0.8,-8.9,3.5,-0.3
CCC(C)(C)c1nnc(NC(=O)c2cccc([N+](=O)[O-])c2)s1,-2.2,-0.7,-2.3,22.9,2.1,-5.5,1.9,3.8,3.2
Cc1ccc(SCC(=O)NC(C)(C)C)cc1,-15.0,0.2,3.6,6.6,-0.1,-3.2,-0.1,-5.9,3.2
Cc1nc(-c2ccc(F)cc2)c(CC(=O)N(C)CC(=O)Nc2ccccc2C(F)(F)F)s1,-8.7,-0.3,1.2,0.2,6.4,4.6,1.0,-2.8,-4.8
Cc1ccc(S(=O)(=O)NNC(=O)Cc2cccn2C)cc1,12.0,1.1,-0.8,1.6,-2.4,1.7,-2.1,1.8,-3.0
Nc1nonc1-n1nnc(C(=O)N/N=C/c2ccc(OCc3ccccc3)cc2)c1CN1CCCCC1,-12.0,2.4,6.6,0.5,6.7,22.9,0.2,3.3,3.9
CCOC(=O)C1=C(O)CCn2c1nc1ccccc12,-17.2,0.0,-0.8,-2.9,6.5,3.7,-1.7,0.5,-6.1
O=C(COc1ccccc1C(=O)O)Nc1ccc(SC(F)F)cc1,8.4,-5.7,0.8,-3.6,2.5,-4.8,-1.5,0.8,0.5
CCOc1cc(C(=O)Nc2ccc(N3CCOCC3)cc2)cc(Br)c1OC,-0.1,6.3,10.3,-2.9,-1.4,-2.6,-10.1,2.8,-5.7

# Some of the entries above in another layout:
> O=C(COc1ccccc1C(=O)O)Nc1ccc(SC(F)F)cc1
  PAFAH2 inh = 8.4; TPT1 inhibitor = -5.7; proCasp7 act = 0.8; AHR activator = -3.6; proCasp3 act = 2.5; HCV core dimer = -4.8; Fh CTSL1 inh = -1.5; PP5 inh = 0.8; PP1 counter = 0.5

> O=C(COC(=O)COc1ccc(Br)cc1)Nc1cccnc1Cl
  PAFAH2 inh = -9.4; TPT1 inhibitor = 0.2; proCasp7 act = 8.9; AHR activator = 0.6; proCasp3 act = 7.0; HCV core dimer = -0.8; Fh CTSL1 inh = -8.9; PP5 inh = 3.5; PP1 counter = -0.3

# (more compounds)
SMILES,PAFAH2 inh,TPT1 inhibitor,proCasp7 act,AHR activator,proCasp3 act,HCV core dimer,Fh CTSL1 inh,PP5 inh,PP1 counter
Cc1cc(NC(=O)CCC(=O)N(C2CC2)C2(C(=O)NC3CCCC3)CCC(C)CC2)no1 (stereo not given),6.6,-1.7,10.0,-0.7,6.1,0.8,-3.2,2.5,-4.3
COc1cc(C)nc2nc(SCc3ccccc3)nn12,-1.4,1.5,0.5,-0.6,0.3,7.7,-1.0,-3.6,0.7
CCN(CC)S(=O)(=O)c1cccc(NC(=O)COC(=O)C2CC3C=CC2C3)c1 (stereo not given),38.5*,-1.1,-6.8,1.1,2.4,-0.2,-17.5,0.3,1.1
CCCCN(CC(=O)NC1CC1)S(=O)(=O)c1ccc(OCC)cc1,-7.5,/,-3.0,-0.4,14.9,/,/,0.5,-2.1
Cc1ccc2oc(C(=O)Nc3ccc(S(=O)(=O)Nc4onc(C)c4C)cc3)c(C)c2c1,5.9,-1.8,2.8,1.1,-1.2,12.0,7.6,2.0,-1.9
O=C(O)c1cccc(NC(=O)C23CC4CC(C2)CC(n2cnc(Cl)n2)(C4)C3)c1,3.6,-1.8,-1.2,1.1,4.2,0.3,4.1,-1.3,-0.2
Cc1ccc(S(=O)(=O)NCCC(=O)NC(C)c2ccccc2)cc1 (stereo not given),0.3,-0.1,4.5,0.3,1.3,3.6,2.5,0.6,-0.5
CCOc1ccc(NC(=O)c2nsc(Cl)c2Cl)cc1,4.3,-1.9,11.1,28.4,-4.8,-4.2,1.6,2.0,-2.3
